High-throughput results (PubChem BioAssay)
OPRM1-OPRD1 inv: inverse agonists of human mu-delta opioid receptor heterodimerization; P35372+P41143; inhibition, % at 9.3 µM; cell-based MOR-DOR heterodimer luminescence, inverse agonism; actives 0.21% (n = 340,000); AID 504357; in the data active = inhibition above about 22%, passing the limit was not always enough;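 also: 0% = cells with DMSO and 100% = wells without cells with DMSO; values of inactives mirror those of a sister screen read the other way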
Target sequence (P35372 whole entry, looked up): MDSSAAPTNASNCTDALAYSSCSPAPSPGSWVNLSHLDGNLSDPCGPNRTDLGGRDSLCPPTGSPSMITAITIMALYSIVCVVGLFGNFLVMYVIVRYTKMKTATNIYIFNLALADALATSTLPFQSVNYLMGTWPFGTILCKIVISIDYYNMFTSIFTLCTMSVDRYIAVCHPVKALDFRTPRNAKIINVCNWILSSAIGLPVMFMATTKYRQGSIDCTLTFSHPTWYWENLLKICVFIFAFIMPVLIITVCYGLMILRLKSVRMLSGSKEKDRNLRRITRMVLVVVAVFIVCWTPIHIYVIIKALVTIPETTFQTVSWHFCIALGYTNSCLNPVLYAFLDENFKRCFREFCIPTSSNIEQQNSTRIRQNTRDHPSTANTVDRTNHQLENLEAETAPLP
Target sequence (P41143 whole entry, looked up): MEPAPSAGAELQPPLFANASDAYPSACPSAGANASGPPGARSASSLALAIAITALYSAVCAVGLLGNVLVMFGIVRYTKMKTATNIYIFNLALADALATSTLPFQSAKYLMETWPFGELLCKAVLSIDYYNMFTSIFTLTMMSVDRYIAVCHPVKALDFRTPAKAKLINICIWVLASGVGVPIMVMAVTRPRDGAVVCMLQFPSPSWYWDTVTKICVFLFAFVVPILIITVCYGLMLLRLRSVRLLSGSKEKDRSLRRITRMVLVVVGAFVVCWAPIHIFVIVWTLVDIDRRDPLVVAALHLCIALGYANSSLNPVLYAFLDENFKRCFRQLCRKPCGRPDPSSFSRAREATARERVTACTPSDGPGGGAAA
AddAB inh: less growth of phage-infected E. coli with AddAB | inhibition, % at 11.9 µM | E. coli expressing H. pylori AddAB, absorbance growth | actives 0.29% (n = 330,000); in the data active = inhibition above about 12%;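 also: 0% = vehicle wells of infected cells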
HTR5A ag ctr: HTR5A agonism, opioid heterodimer counter-screen. HTR5A agonist assay, luminescence, cell-based. activation, % at 9.3 µM. actives 0.61% (n = 340,000); in the data active = activation mostly above about 9.5%, no sharp cut-off; inactive = mostly below about 7.6%;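 also: 0% = cells with vehicle only and 100% = reference agonist; strong numbers were not always called active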
HTR5A inv ctr: counter-screen for OPRM1-OPRD1 inverse agonists: human HTR5A inverse agonism | inhibition, % at 9.3 µM | P47898 | HTR5A cell line, luminescence | actives 0.083% (n = 340,000); in the data active = inhibition mostly above about 23%, no sharp cut-off; inactive = mostly below about 18%;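 also: 0% = cells with DMSO and 100% = no-cell wells with DMSO; some compounds called inactive have numbers as strong as hits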
phage Ecoli inh: E. coli growth loss with phage present | actives 0.26% (n = 360,000) | inhibition, % at 11.9 µM | growth absorbance; in the data active = inhibition above about 11%
MOR-DOR ag: OPRM1-OPRD1 heterodimerization agonism. P35372+P41143. AID 504326. activation, % at 9.3 µM. actives 0.3% (n = 340,000). cells, luminescence; in the data active = activation above about 18%;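 also: 0% = vehicle-treated cells and 100% = reference agonist; values of inactives mirror those of a sister screen read the other way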
PKA-R1A act: PKA-R1A complex activation; activation, % at 11.4 µM; PKA-R1A dissociation, Cy5-IP20 fluorescence polarization; scaled: DMSO 0%, 113 µM cGMP 100%; AID 504707; actives 0.083% (n = 340,000); P00514+P68181;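 active = percent activation above the mean of all tested compounds plus 3 SD, cut at about 19% in these data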;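 also: higher means more PKAc released from R1A so a rise in polarization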
PfHsp90 set2: reduces growth (ATP signal) of yeast expressing P. falciparum Hsp90; S. cerevisiae expressing PfHsp90, BacTiter-Glo ATP, 48 h; yeast lacking PDR1 and PDR3 efflux regulators; inhibition, % at 9.4 µM; actives 0.32% (n = 310,000); AID 504621;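 active = every replicate shows inhibition above about 80%, whatever the replicate mean, limit read from the data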;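 also: 0% = DMSO neutral controls and 100% = 20 µM radicicol positive controls; yeast relying on Plasmodium falciparum Hsp90 in place of its own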
Ecoli viability: reduces bacterial viability in AddAB counter-screen; E. coli V3065 growth, OD600 absorbance, 18 h; inhibition, % at 11.9 µM; actives 0.27% (n = 330,000);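 active = inhibition above the campaign's mean inhibition across all tested compounds plus 3 SD, cut at about 9.9% in these data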;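 also: uninfected addAB+ strain grown without phage in ampicillin broth; 0% = DMSO wells and 100% = ciprofloxacin 0.95 µg/ml wells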
Mot1-301 SUMO: SUMOylation pathway inhibition by Mot1-301 growth rescue | growth rescue, % at 18.8 µM | AID 2716 | S. cerevisiae Mot1-301 growth rescue, ATP luminescence, 38.5C; percent above DMSO median, 100 means doubled | actives 1% (n = 320,000);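 active = every valid replicate shows activation above 250% relative to neutral control wells; inactive = the rest, any valid replicate at or below 250%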;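 also: OY570 slx delta 5 strain wells were the positive control but not used for scaling; some compounds called inactive have numbers as strong as hits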
Pemphigus Ab inh: blocks pemphigus antibody binding to human desmoglein-3; AID 588358; actives 0.48% (n = 310,000); DSG3-coupled beads, scFv-anti-DSG3-GFP binding, flow cytometry; active compounds read low; binding (percent of control), % at 10 µM;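 active = binding more than 3 SD below its plate's average and above zero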;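 also: hits lower antibody fragment binding to DSG3; some compounds called inactive have numbers as strong as hits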
Numbers without * were called inactive; . = no result given.

1) CCCN(CCC)CCCNC(=O)C(NS(=O)(=O)c1ccc2c(c1)CCC(=O)N2)c1ccccc1 (centres undefined)
2) Cc1nc2ccccc2c2c1C(=O)N(C1CCCCCCC1)C2=O
3) COCCCNC(=O)CS(=O)Cc1nc(-c2ccccc2C)oc1C (centres undefined)
4) Cc1ccnc(NC(=O)C2COc3ccccc3O2)c1 (centres undefined)
5) O=C(c1cccc(S(=O)(=O)N2CCCC2)c1)N1CCN(Cc2ccccc2)CC1
6) Nn1c(SCC(=O)Nc2ccc3c(c2)OCO3)nnc1C1CCCCC1
7) Cn1c(=O)n(C)c2cc(CNc3ccc(N4CCOCC4)c(C(=O)O)c3)ccc21
8) CCCNc1c(NS(=O)(=O)c2ccc(C(C)(C)C)cc2)c(=O)oc2ccccc12

screen / no.	1	2	3	4	5	6	7	8
OPRM1-OPRD1 inv	6	12	4	6	14	-19	19	-9
AddAB inh	2.6	-0.8	-4.0	1.5	-0.8	2.9	.	1.1
HTR5A ag ctr	5	6	-1	-4	7	-4	1	3
HTR5A inv ctr	-5	-16	-3	10	-18	12	4	-11
phage Ecoli inh	1.9	2.6	2.1	4.0	-0.6	3.7	0.5	-0.6
MOR-DOR ag	-1.1	-2.9	-0.7	-0.9	-3.5	3.1	-3.8	1.6
PKA-R1A act	-1	1	-4	5	-4	-1	-15	4
PfHsp90 set2	2	8	-39	-6	4	-39	4	-1
Ecoli viability	2.2	-2.4	1.7	0.1	-2.1	2.2	.	-1.7
Mot1-301 SUMO	-4	.	0	5	1	-11	.	6
Pemphigus Ab inh	97	96	105	84	97	93	.	.

9) O=C(/C=C1\NCC2c3ccccc3CCN2C1=O)c1ccccc1 (centres undefined)
10) Cc1cc(C)n2nc(SCC(=O)Nc3ccc(F)cc3)nc2n1
11) COc1ccc(C2CN=NC2C(=O)c2ccccc2)cc1 (centres undefined)
12) O=C(Nc1nc2cc3c(cc2s1)OCCO3)c1ccc(N2C(=O)CCC2=O)cc1
13) CCCCOC(=O)CSc1n[nH]c(=O)[nH]c1=O
14) O=C(O)Cc1ccc(NC(=O)Nc2ccc3c(c2)OCO3)cc1
15) CC12CCCCC1NS(=O)(=O)OC2 (centres undefined)
16) Cc1ccccc1S(=O)(=O)Cc1ccc(C(=O)NC2CCCCC2)o1

screen / no.	9	10	11	12	13	14	15	16
OPRM1-OPRD1 inv	11	11	12	13	13	-2	-4	4
AddAB inh	-0.6	3.5	.	1.5	0.8	.	-1.9	2.1
HTR5A ag ctr	2	-4	-1	3	5	5	4	5
HTR5A inv ctr	-7	10	2	-11	0	-15	-11	-21
phage Ecoli inh	2.2	2.1	0.6	1.6	1.6	1.5	1.4	1.1
MOR-DOR ag	-1.9	-2.0	-2.3	-2.5	-2.6	0.3	0.8	-0.8
PKA-R1A act	-3	-11	-6	-6	-7	-3	-16	4
PfHsp90 set2	.	3	-2	-15	3	-4	7	8
Ecoli viability	1.7	-0.2	.	0.5	1.2	.	-1.1	-0.4
Mot1-301 SUMO	40	3	.	5	52	4	5	-13
Pemphigus Ab inh	113	113	92	81*	101	.	107	103

17) Clc1ccc(-c2cnc3ccccc3n2)cc1
18) Nc1nc(NC(=O)/C=C\C(=O)O)nn1-c1ccccc1
19) CSC(C1CCCC1)n1nnc2ccccc21 (centres undefined)
20) CNC(=O)/C(C#N)=C/c1ccc(-c2ccc(Cl)cc2)o1
21) N#Cc1ccc(/C=C(\C(=O)C(=O)O)c2ccc3ccccc3n2)cc1
22) CCOc1ccc(C2C(C#N)=C(N)N(c3sc4c(c3C#N)CCCC4)C3=C2C(=O)CCC3)cc1 (centres undefined)
23) Cc1cccc(NC(=O)CSc2nnc(-c3cnccn3)n2Cc2ccco2)c1
24) CSc1nc(N)c(C#N)c(-c2ccc(Cl)cc2)c1C#N

screen / no.	17	18	19	20	21	22	23	24
OPRM1-OPRD1 inv	-2	8	4	-86	8	-483	14	2
AddAB inh	3.3	3.1	2.6	0.5	0.2	-0.7	2.9	2.9
HTR5A ag ctr	-5	1	-4	8	3	2	-1	-2
HTR5A inv ctr	-21	-2	10	-21	21	-6	4	6
phage Ecoli inh	4.3	1.8	3.7	3.3	0.5	1.8	0.0	2.7
MOR-DOR ag	0.4	-1.5	-0.7	15	-1.5	79*	-2.9	-0.4
PKA-R1A act	-11	-3	-10	-4	-9	-3	0	-21
PfHsp90 set2	-4	-16	7	-10	9	15	.	-17
Ecoli viability	2.2	-0.5	0.0	-1.6	0.8	-0.6	2.5	-0.6
Mot1-301 SUMO	5	56	432	21	4	215	-4	-20
Pemphigus Ab inh	.	102	102	101	92	95	105	.

25) CN(CC(=O)Nc1ccc(Cl)cc1)C(=O)c1cccc(S(=O)(=O)NCc2ccccc2)c1
26) Cn1nnc(NC(=O)c2ccc(Br)o2)n1
27) C/C(=N\NC(=O)C1COc2ccccc2O1)c1ccc(C)o1 (centres undefined)
28) CCOC(=O)C(C(=O)N(C)C)c1ncc(C(F)(F)F)cc1Cl (centres undefined)
29) NC(=O)C1=C[C@H](c2csc3ccccc23)C[C@H](OCCCCO)O1
30) CC(=O)NCCNC(=O)C1CCC(CNc2nc(=S)[nH]c3ccccc23)CC1 (centres undefined)
31) CCOc1ccccc1NC(=S)NCc1ccco1
32) Cc1cc(NC(=O)CSc2nc3sc(C)c(C)c3c(=O)n2C2CCCC2)no1

screen / no.	25	26	27	28	29	30	31	32
OPRM1-OPRD1 inv	-3	13	5	5	11	-3	10	-15
AddAB inh	3.4	6.0	2.2	0.0	1.8	2.0	0.5	0.8
HTR5A ag ctr	4	2	5	3	1	7	8	-3
HTR5A inv ctr	-36	-7	-13	-8	-23	-26	-21	7
phage Ecoli inh	3.3	2.9	1.4	3.2	-2.1	0.7	2.2	0.8
MOR-DOR ag	0.6	-2.5	-0.8	-1.0	-2.0	0.6	-2.0	2.5
PKA-R1A act	-11	-4	-11	-7	3	-9	7	-3
PfHsp90 set2	3	7	-8	0	16	-9	.	6
Ecoli viability	1.1	3.0	0.5	-0.6	0.3	0.2	1.4	-0.4
Mot1-301 SUMO	-18	31	11	-10	6	-15	1	300
Pemphigus Ab inh	.	104	102	.	102	93	86	101

33) Cc1noc(C)c1NC(=O)Nc1ccc2c(c1)C(=O)N([C@H](C)CO)C[C@H](C)[C@@H](CN(C)S(C)(=O)=O)O2
34) O=C(OCCN1CCCCC1)c1ccccc1Br
35) O=C(CCn1nnc2ccccc21)N1CCC(O)(c2cccc(F)c2)CC1
36) O=C(Cc1cccs1)Nc1ccc(F)cc1
37) CNc1nc(N)c([N+](=O)[O-])c(Nc2ccccc2OC)n1
38) Cc1ccc(S(=O)(=O)N2CCOCC2)cc1C(=O)Nc1ccccn1
39) O=C(Cn1c(C(=O)NCc2ccco2)cc2sccc21)c1ccccc1
40) COc1ccc(CCNC(=O)C2CCCN(S(=O)(=O)c3ccc(F)cc3)C2)cc1 (centres undefined)

screen / no.	33	34	35	36	37	38	39	40
OPRM1-OPRD1 inv	4	17	6	10	17	14	10	12
AddAB inh	2.7	-1.6	-1.6	-1.9	0.2	3.2	0.8	0.2
HTR5A ag ctr	0	0	-1	0	-4	-3	-1	-1
HTR5A inv ctr	0	-1	3	-2	13	15	9	-18
phage Ecoli inh	2.5	5.3	0.2	1.0	-0.8	2.2	.	2.3
MOR-DOR ag	-0.7	-3.8	-1.0	-2.1	-3.7	-3.4	-1.9	-2.2
PKA-R1A act	-4	-9	2	13	-17	6	-19	-5
PfHsp90 set2	-1	20	-6	6	-5	-11	.	-3
Ecoli viability	1.9	2.2	-2.8	-2.3	-2.4	-2.6	-1.7	0.4
Mot1-301 SUMO	18	18	.	14	34	-3	-9	-6
Pemphigus Ab inh	104	104	95	97	115	107	103	103

41) COc1cccc(-c2n[nH]c(=S)n2Cc2ccco2)c1OC
42) C=CCN1C(=O)CN=C1Nc1ccccc1
43) Cn1c(=O)c2c(-c3ccccc3)n(N3CCOCC3)cc2n(C)c1=O
44) O=C(OC1CCN(c2ccc([N+](=O)[O-])cc2)CC1)c1ccccc1
45) Cc1ccc(C)c(N(CC(=O)Nc2cc(Cl)ccc2Oc2ccccc2)S(C)(=O)=O)c1
46) CCC1(C)Cc2c(sc3nc(NC)n(C)c(=O)c23)CO1 (centres undefined)
47) O=C(/C=C/c1ccc(Cl)cc1)N(Cc1ccccc1)c1ccccn1
48) Cc1ccc(NC(=O)CN2CCN(C)CC2)cc1Br

screen / no.	41	42	43	44	45	46	47	48
OPRM1-OPRD1 inv	10	11	-7	6	-31	9	-36	9
AddAB inh	0.9	2.6	-2.4	0.0	1.7	1.1	-0.2	.
HTR5A ag ctr	0	5	1	13	0	-1	5	4
HTR5A inv ctr	15	8	-19	-35	4	27	-15	-12
phage Ecoli inh	.	1.5	2.4	2.3	2.2	-0.1	0.1	-3.9
MOR-DOR ag	-1.9	-1.8	1.2	-1.4	6.9	-1.6	5.0	-1.8
PKA-R1A act	-7	-5	0	-7	-13	2	-2	-9
PfHsp90 set2	-16	7	-4	4	25	-13	-5	-4
Ecoli viability	1.2	-0.5	0.3	-0.5	-0.7	1.0	0.8	.
Mot1-301 SUMO	-14	-6	-19	-12	5	-12	3	.
Pemphigus Ab inh	.	.	98	100	117	119	107	139

Looked up by compound from the entries so far:
45) Cc1ccc(C)c(N(CC(=O)Nc2cc(Cl)ccc2Oc2ccccc2)S(C)(=O)=O)c1
47) O=C(/C=C/c1ccc(Cl)cc1)N(Cc1ccccc1)c1ccccn1
42) C=CCN1C(=O)CN=C1Nc1ccccc1

screen / no.	45	47	42
OPRM1-OPRD1 inv	-31	-36	11
AddAB inh	1.7	-0.2	2.6
HTR5A ag ctr	0	5	5
HTR5A inv ctr	4	-15	8
phage Ecoli inh	2.2	0.1	1.5
MOR-DOR ag	6.9	5.0	-1.8
PKA-R1A act	-13	-2	-5
PfHsp90 set2	25	-5	7
Ecoli viability	-0.7	0.8	-0.5
Mot1-301 SUMO	5	3	-6
Pemphigus Ab inh	117	107	.
